NSD2 inh = inhibitors of human histone methyltransferase NSD2; inhibition, % at 12.5 µM; NSD2 peptide methylation, AlphaScreen, 120 min; O96028; actives 0.54% (n = 310,000); in the data active = inhibition above about 50%
Keap1-Nrf2 PPI = Keap1-Nrf2 (human) interaction inhibition. Keap1 Kelch-Nrf2 peptide fluorescence polarization, 1536-well. actives 0.15% (n = 340,000). inhibition, % at 9.4 µM. AID 504523; in the data active = inhibition above about 12%;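 also: human Keap1 Kelch domain with fluorescein labeled Nrf2 9mer peptide probe; 0% = neutral control wells and 100% = peptide positive control; higher means more block of Keap1 binding to Nrf2 peptide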
RTF Ca sens inh = cardiac RTF calcium desensitization; P19429+P45379; IANBD-labeled cardiac RTF, Ca2+ fluorescence; inhibition, % at 7.15 µM; actives 0.12% (n = 340,000); AID 493244;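 active = inhibition above the mean inhibition of all tested compounds plus 3 SD, cut at about 17% in these data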;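 also: assay run at fixed EC70 calcium of 1.6 mM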
PKA-R2B activ = activates the human PKA-R2B holoenzyme complex; PKA-R2B holoenzyme dissociation, Cy5-IP20 fluorescence polarization; R2B truncated from residue 108, S112A mutant; 0% DMSO only, 100% 113 µM cGMP; activation, % at 11.4 µM; actives 0.079% (n = 340,000); AID 504700;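 active = activation above a cutoff set at the mean over all compounds plus 3 SD, cut at about 18% in these data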;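 also: higher means more holoenzyme dissociation and a rise in polarization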
Target sequence (P31323 whole entry, looked up, other chains not shown, the tested form may be a part): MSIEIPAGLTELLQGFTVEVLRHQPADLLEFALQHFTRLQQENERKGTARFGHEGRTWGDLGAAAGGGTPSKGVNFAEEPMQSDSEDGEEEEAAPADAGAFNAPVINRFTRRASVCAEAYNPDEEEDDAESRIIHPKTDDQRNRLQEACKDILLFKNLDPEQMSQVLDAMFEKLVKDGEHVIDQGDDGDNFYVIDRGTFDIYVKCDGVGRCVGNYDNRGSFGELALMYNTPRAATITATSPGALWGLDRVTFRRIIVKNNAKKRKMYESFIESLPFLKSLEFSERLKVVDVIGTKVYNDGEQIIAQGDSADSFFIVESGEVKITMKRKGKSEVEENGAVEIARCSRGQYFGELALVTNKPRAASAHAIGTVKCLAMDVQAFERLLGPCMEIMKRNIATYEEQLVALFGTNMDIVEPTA
PvdQ acylase = blocks Pseudomonas aeruginosa PvdQ acylase activity; purified PvdQ acylase, fluorescence plate reader; inhibition, % at 10 µM; actives 0.063% (n = 340,000); in the data active = inhibition above about 30%, passing the limit was not always enough;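 also: 0% = vehicle neutral wells and 100% = reference inhibitor wells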
Arrestin-AP2 inh = inhibitors of human beta-arrestin and AP2 interaction. FITC-arrestin peptide / GST-AP2 beads, flow cytometry; AP2 beta2 appendage carries R879A mutation. inhibition, % at 10 µM. actives 0.31% (n = 340,000). AID 504490;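 active = inhibition above a set limit, near 3 SD of compounds lacking own fluorescence, cut at about 54% in these data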;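 also: plate controls were DMSO wells for no effect and 5 µM unlabelled arrestin peptide for full effect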
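Test system: GST-tagged AP2 beta2-adaptin appendage (R879A) on 4 µm glutathione beads; also added: fluorescein-tagged arrestin peptide at 50 nM final; timing: 12 min plus 1 h, RT; signal: flow cytometry, FL1 (488/535 nm); read-out: percent drop in bead-associated FITC signal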
SR-BI DiI-HDL act = enhances SR-BI lipid uptake from DiI-HDL. CHO ldlA[mSR-BI] cells, DiI-HDL uptake fluorescence, 3 h; 100 = double the neutral-control signal. activation, % at 12.5 µM. actives 0.096% (n = 320,000);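 active = mean replicate activation of at least 60% and every replicate at or above 60%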;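 also: 0% = median plate neutral-control signal and 100% = twice that signal; values of inactives mirror those of a sister screen read the other way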
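Test system: SR-BI-overexpressing, LDLR-lacking CHO cells; Medium: Ham's F12 with 0.5% BSA, HEPES 25 mM, pH 7.4; Schedule: 3 h, 37 °C; Technique: bottom-read fluorescence, 550/595 nm.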
SR-BI DiI inh = inhibitors of mouse SR-BI mediated HDL lipid uptake; ldlA[mSR-BI] CHO cells, DiI-HDL uptake fluorescence, 3 h; Q61009; actives 0.96% (n = 320,000); inhibition, % at 12.5 µM; AID 488896;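 active = mean replicate inhibition of at least 70% and a set share of replicates each scoring 70 or more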;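 also: 0% = median of neutral control wells and 100% = median of positive control wells; values of inactives mirror those of a sister screen read the other way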
Target sequence (Q61009 whole entry, looked up): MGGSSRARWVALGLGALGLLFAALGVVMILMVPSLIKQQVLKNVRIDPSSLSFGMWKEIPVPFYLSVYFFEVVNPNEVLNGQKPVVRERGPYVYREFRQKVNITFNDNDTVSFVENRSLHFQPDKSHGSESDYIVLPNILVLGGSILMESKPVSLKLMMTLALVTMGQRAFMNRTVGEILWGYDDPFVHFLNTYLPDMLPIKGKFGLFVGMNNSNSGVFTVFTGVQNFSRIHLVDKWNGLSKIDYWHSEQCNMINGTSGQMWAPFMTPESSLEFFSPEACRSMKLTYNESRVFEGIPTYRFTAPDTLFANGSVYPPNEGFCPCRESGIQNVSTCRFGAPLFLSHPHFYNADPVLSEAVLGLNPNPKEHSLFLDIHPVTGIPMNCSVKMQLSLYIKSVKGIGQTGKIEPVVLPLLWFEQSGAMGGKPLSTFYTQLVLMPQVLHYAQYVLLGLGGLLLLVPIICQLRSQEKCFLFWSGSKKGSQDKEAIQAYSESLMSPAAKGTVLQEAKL
DAGLB inh = blocks human DAGLB lipase activity. HEK293T DAGLB membrane lysate, EnzChek fluorogenic substrate. inhibition, % at 5.17 µM. actives 0.059% (n = 340,000); in the data active = inhibition above about 34%;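 also: 0% = enzyme with vehicle and 100% = wells lacking enzyme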
C-LANA FP = inhibitors of KSHV LANA C-terminal domain DNA binding; MBP-C-LANA/FAM-LBS DNA binding, fluorescence polarization; inhibition, % at 9 µM; actives 0.078% (n = 340,000); AID 504423;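 active = highest replicate inhibition at or above 60% at 9 µM, even if other replicates fall short; inactive = all replicates below 60% inhibition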;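 also: 0% = neutral control wells and 100% = 4 µM acridine orange control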
* hit, by the source's call.

Results for COc1ccc(Nc2nc3ccccc3n2C)cc1 ?
NSD2 inh: -1; Keap1-Nrf2 PPI: 3; RTF Ca sens inh: 2; PKA-R2B activ: -2; PvdQ acylase: -5; Arrestin-AP2 inh: 2; SR-BI DiI-HDL act: 6; SR-BI DiI inh: -6; DAGLB inh: 1; C-LANA FP: 0.1

Results for C=CCn1c(SCc2cccc3ccccc23)nnc1-c1cccnc1 ?
NSD2 inh: -4; Keap1-Nrf2 PPI: -2; RTF Ca sens inh: -1; PKA-R2B activ: 1; PvdQ acylase: -9; Arrestin-AP2 inh: 3; SR-BI DiI-HDL act: -21; SR-BI DiI inh: 21; DAGLB inh: 0; C-LANA FP: 1.9

What do the screens show for `Cc1ccc(CN2C(=O)N/C(=C\c3cccn3-c3cccc(C(=O)O)c3)C2=O)cc1`?
NSD2 inh: 59*; Keap1-Nrf2 PPI: 0; RTF Ca sens inh: 5; PKA-R2B activ: 6; PvdQ acylase: 0; Arrestin-AP2 inh: 50; SR-BI DiI-HDL act: 22; SR-BI DiI inh: -22; DAGLB inh: 5; C-LANA FP: 11

How did CSc1nc(Cl)c(Cc2ccc(OC(C)C)cc2)c(N2CCOCC2)n1 do in these assays?
NSD2 inh: -8; Keap1-Nrf2 PPI: 0; RTF Ca sens inh: 4; PKA-R2B activ: -7; PvdQ acylase: -2; Arrestin-AP2 inh: 2; SR-BI DiI-HDL act: -5; SR-BI DiI inh: 5; DAGLB inh: -20; C-LANA FP: -2.4

What do the screens show for `CSC1=N/C(=C\c2ccccc2)C(=O)N1C`?
NSD2 inh: -4; Keap1-Nrf2 PPI: -3; RTF Ca sens inh: -8; PKA-R2B activ: 4; PvdQ acylase: -8; Arrestin-AP2 inh: -15; SR-BI DiI-HDL act: 21; SR-BI DiI inh: -21; DAGLB inh: -3; C-LANA FP: -0.7

What do the screens show for `CCOc1ccc(N(CC(=O)NC2CCCCCC2)S(=O)(=O)c2c(C)[nH]c(=O)[nH]c2=O)cc1`?
Keap1-Nrf2 PPI: -3; RTF Ca sens inh: -7; PKA-R2B activ: -6; PvdQ acylase: 6; Arrestin-AP2 inh: 10; DAGLB inh: 0; C-LANA FP: -0.2

How did COc1cccc(OC)c1-c1nn2c(-c3ccco3)nnc2s1 do in these assays?
NSD2 inh: -2; Keap1-Nrf2 PPI: -5; RTF Ca sens inh: -4; PKA-R2B activ: -4; PvdQ acylase: -11; Arrestin-AP2 inh: 7; SR-BI DiI-HDL act: -18; SR-BI DiI inh: 18; DAGLB inh: 2; C-LANA FP: 0.8

Results for COC(=O)c1cc(CNC(=O)c2ccccc2OCc2c(C)noc2C)ccc1OC ?
NSD2 inh: -1; Keap1-Nrf2 PPI: 0; RTF Ca sens inh: -6; PKA-R2B activ: -6; PvdQ acylase: -12; Arrestin-AP2 inh: 13; SR-BI DiI inh: 11; DAGLB inh: -1; C-LANA FP: 0.8

How did Cc1cccn2c(CN3CCSCC3)c(C(=O)N3CCOCC3)nc12 do in these assays?
NSD2 inh: -3; Keap1-Nrf2 PPI: -4; RTF Ca sens inh: 11; PKA-R2B activ: -3; PvdQ acylase: -11; Arrestin-AP2 inh: -6; SR-BI DiI-HDL act: -12; SR-BI DiI inh: 12; DAGLB inh: 2; C-LANA FP: 2.3

Results for Cn1c(SCCOc2ccccc2Cl)nnc1-c1cccs1 ?
NSD2 inh: -2; Keap1-Nrf2 PPI: -1; RTF Ca sens inh: -2; PKA-R2B activ: 8; PvdQ acylase: -8; Arrestin-AP2 inh: -6; DAGLB inh: -5; C-LANA FP: -0.6

The closing 2 records of the part before are carried over, then new ones follow:
How did Cc1cccn2c(CN3CCSCC3)c(C(=O)N3CCOCC3)nc12 do in these assays?
NSD2 inh: -3; Keap1-Nrf2 PPI: -4; RTF Ca sens inh: 11; PKA-R2B activ: -3; PvdQ acylase: -11; Arrestin-AP2 inh: -6; SR-BI DiI-HDL act: -12; SR-BI DiI inh: 12; DAGLB inh: 2; C-LANA FP: 2.3

Results for Cn1c(SCCOc2ccccc2Cl)nnc1-c1cccs1 ?
NSD2 inh: -2; Keap1-Nrf2 PPI: -1; RTF Ca sens inh: -2; PKA-R2B activ: 8; PvdQ acylase: -8; Arrestin-AP2 inh: -6; DAGLB inh: -5; C-LANA FP: -0.6

How did FC(F)(F)c1ccccc1CNCc1ccncc1 do in these assays?
NSD2 inh: 0; Keap1-Nrf2 PPI: -1; RTF Ca sens inh: -2; PKA-R2B activ: -1; PvdQ acylase: -5; Arrestin-AP2 inh: -9; SR-BI DiI-HDL act: 25; SR-BI DiI inh: -25; DAGLB inh: -3; C-LANA FP: -0.8

Results for O=C(c1ccccc1Nc1ccc(SC(F)F)cc1)N1CCCCCC1 ?
NSD2 inh: 6; Keap1-Nrf2 PPI: -5; RTF Ca sens inh: -10; PKA-R2B activ: -11; PvdQ acylase: -12; Arrestin-AP2 inh: 3; SR-BI DiI-HDL act: -22; SR-BI DiI inh: 22; DAGLB inh: -4; C-LANA FP: 0.1

Results for O=[N+]([O-])c1ccc2nc(/C=C/c3ccc(Cl)cc3)[nH]c2c1 ?
NSD2 inh: 0; Keap1-Nrf2 PPI: 0; RTF Ca sens inh: -3; PKA-R2B activ: -12; PvdQ acylase: 1; Arrestin-AP2 inh: 5; SR-BI DiI-HDL act: -24; SR-BI DiI inh: 24; DAGLB inh: -3; C-LANA FP: 0.9

What do the screens show for `Cc1cc(C)nc(NS(=O)(=O)c2ccc(NC(=O)c3nn(-c4ccccc4)ccc3=O)cc2)n1`?
NSD2 inh: -5; Keap1-Nrf2 PPI: -3; RTF Ca sens inh: -3; PKA-R2B activ: -10; PvdQ acylase: -10; Arrestin-AP2 inh: -2; SR-BI DiI-HDL act: 15; SR-BI DiI inh: -15; DAGLB inh: -2; C-LANA FP: 0.3

What do the screens show for `Cc1c(C(=O)OCC(=O)Nc2ccc(S(N)(=O)=O)cc2)oc2c1ccc1ccccc12`?
NSD2 inh: 1; Keap1-Nrf2 PPI: -1; RTF Ca sens inh: -7; PKA-R2B activ: -11; PvdQ acylase: -15; Arrestin-AP2 inh: 10; SR-BI DiI-HDL act: -18; SR-BI DiI inh: 18; DAGLB inh: -3; C-LANA FP: -0.8

Results for O=C(c1ccc([N+](=O)[O-])cc1)N1CCSC1c1ccc(Cl)cc1 (centres undefined) ?
NSD2 inh: 0; Keap1-Nrf2 PPI: 0; RTF Ca sens inh: -17; PKA-R2B activ: -3; PvdQ acylase: -17; Arrestin-AP2 inh: 7; SR-BI DiI-HDL act: -5; SR-BI DiI inh: 5; DAGLB inh: 1; C-LANA FP: -1.1

How did O=C(Nc1ccccc1N1CCOCC1)c1cccnc1Cl do in these assays?
NSD2 inh: 1; Keap1-Nrf2 PPI: 0; RTF Ca sens inh: 2; PKA-R2B activ: -12; PvdQ acylase: -9; Arrestin-AP2 inh: 9; SR-BI DiI-HDL act: -5; SR-BI DiI inh: 5; DAGLB inh: 1; C-LANA FP: -0.3

How did CC(=O)c1cc2c(cc1N/C(=N/S(=O)(=O)c1ccc(C)cc1)c1ccc(Cl)cc1)OCO2 do in these assays?
NSD2 inh: -4; Keap1-Nrf2 PPI: 2; RTF Ca sens inh: -7; PKA-R2B activ: -1; PvdQ acylase: 1; Arrestin-AP2 inh: 5; SR-BI DiI-HDL act: -4; SR-BI DiI inh: 4; DAGLB inh: 0; C-LANA FP: 0.6

What do the screens show for `O=C(Nc1ccc2c(c1)OCCO2)C1CCCN1C(=O)Nc1ccccc1` (centres undefined)?
NSD2 inh: 5; Keap1-Nrf2 PPI: -5; RTF Ca sens inh: 1; PKA-R2B activ: 6; PvdQ acylase: -20; Arrestin-AP2 inh: 4; SR-BI DiI-HDL act: -1; SR-BI DiI inh: 1; DAGLB inh: -1; C-LANA FP: -1.6

How did O=C(CSCC(=O)Nc1ccccc1)N/N=C/c1c(O)ccc2ccccc12 do in these assays?
NSD2 inh: 0; Keap1-Nrf2 PPI: 12*; RTF Ca sens inh: 2; PKA-R2B activ: -4; PvdQ acylase: -1; Arrestin-AP2 inh: 11; SR-BI DiI-HDL act: -19; SR-BI DiI inh: 19; DAGLB inh: 7; C-LANA FP: -2.5

How did O=C(CSc1nnc(-c2ccccc2O)n1-c1ccccc1)Nc1cccc(C(=O)O)c1 do in these assays?
NSD2 inh: -4; Keap1-Nrf2 PPI: -6; RTF Ca sens inh: 0; PKA-R2B activ: -2; PvdQ acylase: -13; Arrestin-AP2 inh: 3; SR-BI DiI-HDL act: 10; SR-BI DiI inh: -10; DAGLB inh: 4; C-LANA FP: 0.1

How did COc1ccc(C(C)=O)cc1COC(=O)c1ccc(N)c([N+](=O)[O-])c1 do in these assays?
NSD2 inh: 0; Keap1-Nrf2 PPI: -1; RTF Ca sens inh: -6; PKA-R2B activ: 3; PvdQ acylase: -12; Arrestin-AP2 inh: -11; SR-BI DiI-HDL act: -34; SR-BI DiI inh: 34; DAGLB inh: 0; C-LANA FP: 0.1

How did CCCCCCCCCCSc1n[nH]c(N)n1 do in these assays?
NSD2 inh: -2; Keap1-Nrf2 PPI: 3; RTF Ca sens inh: 0; PKA-R2B activ: -14; PvdQ acylase: -4; Arrestin-AP2 inh: 2; SR-BI DiI-HDL act: 13; SR-BI DiI inh: -13; DAGLB inh: 3; C-LANA FP: 1.1

Results for CC(Oc1ccccc1)C(=O)N1CCN(c2ccc(N3CCCCC3)nn2)CC1 (centres undefined) ?
NSD2 inh: 0; Keap1-Nrf2 PPI: 0; RTF Ca sens inh: -27; PKA-R2B activ: 2; PvdQ acylase: -3; Arrestin-AP2 inh: 37; SR-BI DiI-HDL act: 4; SR-BI DiI inh: -4; DAGLB inh: 3; C-LANA FP: -0.4

How did CC1=CC(C)(C)NC(=S)N1c1ccc(C)cc1C do in these assays?
NSD2 inh: 3; Keap1-Nrf2 PPI: -1; RTF Ca sens inh: -5; PKA-R2B activ: 7; PvdQ acylase: -13; Arrestin-AP2 inh: 26; SR-BI DiI-HDL act: -8; SR-BI DiI inh: 8; DAGLB inh: 1; C-LANA FP: -0.1

What do the screens show for `CC(C)Oc1cccc(C(=O)N2CCCC2)c1`?
NSD2 inh: -2; Keap1-Nrf2 PPI: 2; RTF Ca sens inh: -1; PKA-R2B activ: -9; PvdQ acylase: -10; Arrestin-AP2 inh: -8; SR-BI DiI-HDL act: 12; SR-BI DiI inh: -12; DAGLB inh: 0; C-LANA FP: 1.4

How did C/C(=N\NC(=O)c1ccc([N+](=O)[O-])cc1)c1c(O)cc(C)oc1=O do in these assays?
NSD2 inh: -1; Keap1-Nrf2 PPI: -2; RTF Ca sens inh: -11; PKA-R2B activ: 4; PvdQ acylase: -7; Arrestin-AP2 inh: 2; SR-BI DiI-HDL act: 5; SR-BI DiI inh: -5; DAGLB inh: 2; C-LANA FP: -0.7
